Screens deposited in PubChem BioAssay by several laboratories.
CAL PDZ FP-1: blocks peptide binding to the human CAL PDZ domain; purified CAL PDZ, TMR-peptide fluorescence polarization, 1 h; inhibition, % at 24.9 µM; Q9HD26; hit rate 0.92% among 300,000; AID 602252;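 active = mean inhibition of at least 30% with at least half of replicates also reaching 30%; inconclusive = no clear call, values can overlap the other calls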;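 note: 0% = DMSO neutral control and 100% = excess unlabeled competitor peptide PRC23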
CAL PDZ FP-2: blocks peptide binding to human CAL PDZ domain. Q9HD26. purified CAL PDZ, TMR-peptide fluorescence polarization, 1 h. inhibition, % at 20 µM. hit rate 0.02% among 330,000. AID 504414;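 active = highest replicate inhibition of at least 40%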;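 note: plate controls were DMSO neutral control wells for no effect and unlabeled competitor peptide control wells for full effect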
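Assay system – tagged CAL PDZ protein CerCALP, purified · Timing – 1 h at RT · Compound – single point, 20 µM · Measured by – fluorescence polarization from S- and P-plane intensities, G-factor corrected · Evaluation – inhibition from polarization loss · Probe or stimulus – TMR reporter peptide T*-PRC34 · Buffer or medium – pH 7.4 phosphate-saline buffer, reducing agent, detergent, IgG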
SR-BI HDL uptake: blocks mouse SR-BI lipid uptake from DiI-HDL; ldlA[mSR-BI] CHO cells, DiI-HDL uptake fluorescence, 3 h; AID 488896; Q61009; inhibition, % at 12.5 µM; hit rate 0.96% among 320,000;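 active = mean replicate inhibition of at least 70% and a set share of replicates each scoring 70 or more; inconclusive = meets just one of the two criteria; inactive = fails both criteria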;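 note: 0% = median of neutral control wells and 100% = median of positive control wells; values of inactives mirror those of a sister screen read the other way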
Target sequence (Q61009 whole entry, looked up): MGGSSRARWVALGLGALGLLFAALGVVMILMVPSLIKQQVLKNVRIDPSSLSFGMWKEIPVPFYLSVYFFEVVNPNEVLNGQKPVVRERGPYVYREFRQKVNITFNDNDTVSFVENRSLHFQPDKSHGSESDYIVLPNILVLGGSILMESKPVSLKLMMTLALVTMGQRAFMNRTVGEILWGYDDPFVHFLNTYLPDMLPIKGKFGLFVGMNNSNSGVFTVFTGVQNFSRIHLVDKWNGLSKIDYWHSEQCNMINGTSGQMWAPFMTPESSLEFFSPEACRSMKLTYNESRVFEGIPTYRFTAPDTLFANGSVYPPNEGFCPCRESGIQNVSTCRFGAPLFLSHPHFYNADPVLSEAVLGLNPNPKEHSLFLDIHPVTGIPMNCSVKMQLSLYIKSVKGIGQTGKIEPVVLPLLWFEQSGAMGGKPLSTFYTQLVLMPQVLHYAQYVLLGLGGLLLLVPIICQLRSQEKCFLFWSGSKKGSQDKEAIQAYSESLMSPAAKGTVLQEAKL
Wnt bcat act: activates Wnt/beta-catenin signaling in a reporter cell assay | AID 743398 | activation, % at 9.35 µM | activator, plate reader | hit rate 1.2% among 300,000; in the data active = activation above about 30%, passing the limit was not always enough; inconclusive = no clear call, values can overlap the other calls;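 note: 0% = neutral control wells and 100% = positive control wells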
phage Ecoli inh: E. coli growth loss with phage present | growth absorbance | inhibition, % at 11.9 µM | hit rate 0.26% among 360,000; in the data active = inhibition above about 11%
MITF act: activators of MITF-driven TRPM1 promoter activity in SK-MEL-5 cells; hit rate 0.75% among 300,000; activation, % at 12.5 µM; SK-MEL-5 TRPM1-promoter luciferase, 24 h; % of positive control, neutral wells = 0;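 active = mean activation of at least 80% with every replicate also reaching 80%; inconclusive = mean reaches 80% but some replicate falls short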;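 note: 0% = neutral control wells and 100% = parthenolide positive control wells; values of inactives mirror those of a sister screen read the other way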
Ecoli viability: reduces bacterial viability in AddAB counter-screen; inhibition, % at 11.9 µM; hit rate 0.27% among 330,000; E. coli V3065 growth, OD600 absorbance, 18 h;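 active = inhibition above the campaign's mean inhibition across all tested compounds plus 3 SD, cut at about 9.9% in these data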;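 note: uninfected addAB+ strain grown without phage in ampicillin broth; 0% = DMSO wells and 100% = ciprofloxacin 0.95 µg/ml wells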
SR-BI uptake up: activators of SR-BI mediated HDL lipid uptake | hit rate 0.096% among 320,000 | AID 504775 | activation, % at 12.5 µM | CHO ldlA[mSR-BI] cells, DiI-HDL uptake fluorescence, 3 h; 100 = double the neutral-control signal;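 active = mean replicate activation of at least 60% and every replicate at or above 60%; inconclusive = mean or all-replicate condition met, but not both; inactive = mean below 60% and not all replicates reaching 60%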;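 note: 0% = median plate neutral-control signal and 100% = twice that signal; values of inactives mirror those of a sister screen read the other way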
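system = CHO ldlA[mSR-BI] cells, LDL receptor-null, SR-BI overexpressing | medium = Ham's F12 with 0.5% BSA, HEPES 25 mM, pH 7.4 | probe or stimulus = DiI-HDL 10 µg/mL | compound dosing = single-point compound dose | incubation = compound exposure 3 h, 37 °C | technique = DiI fluorescence, bottom read | read-out = cell-associated DiI fluorescence as measure of HDL uptake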
AddAB inh: less growth of phage-infected E. coli with AddAB | E. coli expressing H. pylori AddAB, absorbance growth | inhibition, % at 11.9 µM | hit rate 0.29% among 330,000 | AID 435030; in the data active = inhibition above about 12%;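 note: 0% = vehicle wells of infected cells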
Tat transport: inhibitors of E. coli Tat protein transport | E. coli MC4100 TorA-mCherry Tat export, fluorescence | inhibition, % at 10 µM | hit rate 0.036% among 340,000 | AID 488895;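 active = mean replicate inhibition at least 50% and at least half of replicates individually reaching 50%; inconclusive = only one of the two criteria met; inactive = neither criterion met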;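 note: exported cargo escapes ClpAP degradation while cytoplasmic cargo is degraded and loses fluorescence; 0% = median of neutral control wells and 100% = median of NaSCN control wells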
The depositor's hits bear a star; ? = inconclusive; . = no result given. Compounds were not picked by outcome; about 3.6% have a hit in one of these screens.

Values in the order – CAL PDZ FP-1	CAL PDZ FP-2	SR-BI HDL uptake	Wnt bcat act	phage Ecoli inh	MITF act	Ecoli viability	SR-BI uptake up	AddAB inh	Tat transport
- CC1(C)CC(=O)c2cc(OCC(=O)NCCN3CCOCC3)ccc2O1
 : -1.7	-1.5	-23.9	-2.9	1.8	3.3	0.2	23.9	0.9	-9.3
- CCC(Cc1ccccc1)NC(=O)C1CCN(S(=O)(=O)c2c(C)noc2C)CC1 (stereo not drawn)
 : -3.6	-3.9	1.5	-6.5	0.5	-3.4	-1.5	-1.5	4.4	0.9
- Cc1ccc(N(CC(O)Cn2c3ccccc3c3ccccc32)S(C)(=O)=O)cc1 (stereo not drawn)
 : -3.2	-1.9	-9.1	-2.5	2.4	-9.6	0.9	9.1	0.8	11.5
- O=C(COC(=O)CNC(=O)c1cccc([N+](=O)[O-])c1)Nc1cccc(S(=O)(=O)N2CCCCC2)c1
 : -0.9	-2.8	26.4	0.9	1.9	-3.5	-0.5	-26.4	1.2	-1.0
- CCCS(=O)(=O)c1ccc(COC(=O)Cc2ccc([N+](=O)[O-])cc2)cc1
 : -2.0	0.3	10.0	-2.1	0.7	.	0.4	-10.0	1.9	1.7
- O=C1/C(=C/c2ccco2)SC(=S)N1C1CCS(=O)(=O)C1 (stereo not drawn)
 : 2.7	-1.2	11.7	0.1	0.8	0.7	0.8	-11.7	6.6	3.7
- COc1ccccc1N1CCN(CCNC(=O)Nc2cccc(C)c2C)CC1
 : -4.2	-0.3	31.0	-5.2	0.3	9.5	-0.2	-31.0	2.0	-4.7
- O=C(NCCN1CCN(c2ccccc2F)CC1)C1CCCN(S(=O)(=O)c2cnc[nH]2)C1 (stereo not drawn)
 : .	-0.8	-11.1	-1.2	5.7	-0.7	-1.8	11.1	4.8	4.6
- CCOC(=O)c1sc(NC(=S)NC(=O)c2ccco2)nc1C
 : -3.6	-0.1	-4.3	6.0	2.4	-0.4	-2.8	4.3	2.4	-4.8
- CC(=O)Oc1ccc(N(C(C)=O)S(=O)(=O)c2cccs2)cc1
 : 0.5	.	-9.2	.	4.5	2.5	1.1	9.2	3.1	-4.9
- CCOc1ccc(NC(=O)CN(C)C(=O)CCNC(=O)c2ccc(Br)cc2)cc1OCC
 : -3.7	-1.1	59.4	1.2	-3.3	-3.4	-1.0	-59.4	2.4	9.7
- Cc1ccc(OCCC(=O)NNC(=O)c2ccc(Br)cc2)cc1
 : -1.1	17.6	-2.9	2.4	-0.9	-1.4	-1.5	2.9	-1.7	-3.2
- Cc1nc2sc(C(c3cccc(F)c3)N3CCC(C)CC3)c(O)n2n1 (stereo not drawn)
 : -2.8	-1.9	-3.5	-5.8	1.9	3.1	-0.6	3.5	1.4	0.2
- O=C(Nc1ccc(F)cc1)Nc1cc(OCC(F)(F)F)cc(OCC(F)(F)F)c1
 : -4.9	0.1	?	.	11.5*	-80.6	2.6	-70.9	3.7	-6.2
- NC(=O)c1c(NC(=O)c2ccccc2Cl)sc2c1CCC2
 : -1.0	0.0	25.9	8.6	1.8	.	-1.3	-25.9	1.2	0.6
- O=C(NC1CCCC1)c1cnn2c(C(F)(F)F)cc(-c3ccco3)nc12
 : -0.9	-2.3	3.6	.	2.2	17.2	-0.8	-3.6	0.1	-4.0
- COc1cccc(C(=O)Nc2cc(NC(=O)c3ccco3)ccc2OC)c1
 : 9.0	-0.6	36.3	-1.6	-0.1	1.1	-0.7	-36.3	3.1	5.5
- Cc1ccc(NC(=O)CCn2cccc2)cc1C
 : -1.0	-0.2	25.0	-5.1	0.0	6.3	0.9	-24.9	3.3	11.0
- Cc1ccc(Sc2c([N+](=O)[O-])ncn2C)cc1
 : -0.8	-0.8	3.0	.	1.4	.	2.4	-3.0	1.6	-10.5
- O=C(NCCCO)C(=O)NCc1ccncc1
 : -4.7	-1.8	-36.5	-0.7	3.4	-5.1	3.4	36.5	2.4	2.8
- CC(=O)c1ccc(N2CCN(CC(=O)NCc3ccccc3)CC2)cc1
 : 6.4	0.6	.	2.2	0.6	-5.7	-0.1	.	-0.2	-2.3
- O=C(CSc1nc2[nH]c(=O)cc(O)c2s1)Nc1nccs1
 : -0.4	-1.2	7.4	-7.0	1.4	-2.6	-2.1	-7.4	-0.8	7.8
- S=C(NCc1ccccc1)N1CCN(c2ccccc2)CC1
 : -5.0	-1.0	-77.8	-1.0	3.7	-1.2	2.4	77.8*	2.5	-2.3
- CCOc1ccc(CNC(=O)NS(=O)(=O)c2ccc(OC)cc2)cc1
 : -1.9	-0.3	-21.5	.	-1.5	-0.6	-0.3	21.5	3.5	1.4
- Cc1ccc(CNC(=O)c2ccc(N(C)S(=O)(=O)c3ccccc3)cc2)cc1
 : 4.1	-2.2	-14.8	-1.3	-0.5	2.8	-1.6	14.8	0.2	-1.5
- CCOC(=O)C1CCN(c2c(N(C)Cc3ccco3)c(=O)c2=O)CC1
 : .	0.0	-12.2	-3.1	3.8	-0.7	-0.4	12.2	2.6	4.0
- CN(C)S(=O)(=O)Oc1ccsc1C(=O)Nc1ccc(C(F)(F)F)cc1
 : 2.3	-1.8	10.5	2.1	2.1	16.3	2.7	-10.5	-0.2	-1.9
- CN(Cc1cnccn1)Cc1cn(Cc2ccccc2)nc1-c1ccc2c(c1)OCO2
 : -6.4	-2.7	-12.2	-1.4	1.1	-1.6	1.7	12.2	-0.9	-2.9
- O=S(=O)(c1ccccc1F)N1CCc2ccccc2C1
 : -0.1	0.1	15.5	-0.4	3.2	16.7	-1.0	-15.5	4.1	-0.5
- CCOC(=O)C1CCN(C(=O)COc2ccc(Br)cc2)CC1
 : 2.1	0.1	1.8	-2.6	1.9	.	-1.0	-1.8	-0.7	6.3
- O=C(NCCc1ccccc1)c1ccccc1C(=O)NCCc1ccccc1
 : .	.	.	12.5	1.3	.	0.2	.	4.2	.
- CS(=O)(=O)N(CC(=O)N1CCCCC1)c1ccc2c(c1)OCO2
 : -3.7	-0.7	-20.3	-1.6	2.5	5.4	-2.4	20.3	0.1	-5.6
- O=C(Nc1cccc2cccnc12)c1cccc([N+](=O)[O-])c1
 : -2.0	-0.6	15.6	0.1	-2.0	.	0.2	-15.6	-0.3	2.7
- COc1ccc(OC)c(CN(CCCN2CCOCC2)C(=O)Nc2ccccc2)c1
 : 1.1	-0.3	-34.3	.	0.6	.	-0.2	34.3	-1.5	-8.5
- COc1ccccc1N1CCN(C(=O)CSc2nnc3n2C(C)(C)Cc2ccccc2-3)CC1
 : -5.0	-0.6	12.8	.	-0.7	-36.8	-2.6	-12.8	0.2	-8.8
- CCOC(=O)CN1C(=O)C(=O)N(Cc2c(C)cc(C)cc2C)C1=O
 : 0.2	-0.1	-18.9	3.1	0.8	0.1	-2.3	18.9	-0.2	1.0
- Cn1c(=O)c2c(nc(CN3CCC(C(N)=O)CC3)n2Cc2ccccc2F)n(C)c1=O
 : -4.8	-3.6	6.6	-4.3	4.8	5.6	-3.2	-6.6	-3.2	11.2
- Cc1ccc2nc(-c3ccncc3)cc(C(=O)NCCc3ccc(F)cc3)c2c1
 : -2.0	0.4	50.9	-3.8	2.8	-8.9	-0.3	-50.9	0.4	-2.6
- Nc1ncc([N+](=O)[O-])cc1S(=O)(=O)c1ccccc1
 : .	.	.	-1.4	2.0	.	1.2	.	0.7	.
- O=C(NCCC1CCCCN1S(=O)(=O)c1cccs1)C(=O)NCc1ccccc1 (stereo not drawn)
 : -4.8	-1.4	9.1	-4.1	1.2	-7.6	-0.1	-9.1	-1.6	-2.8
- Nc1nc(SCC(=O)N2CCCC2)[nH]c(=O)c1-c1ccccc1
 : -4.7	-1.4	0.3	-0.6	1.9	3.1	0.4	-0.3	-0.4	-2.1
- NS(=O)(=O)c1ccc(CCNC(=O)c2cc3ccccc3s2)cc1
 : 4.3	-0.5	.	-0.3	-1.4	.	-0.5	.	-0.4	-3.8
- O=C(c1ccccc1)n1c(=S)nc2ccccn21
 : -4.0	-1.1	-1.8	.	1.4	-12.9	2.9	1.8	4.5	5.6
- COc1ccccc1-n1ccn(CC(=O)Nc2ccc(C)cc2Cl)c(=O)c1=O
 : -1.9	-1.1	8.3	-1.3	3.0	13.2	-0.6	-8.3	3.6	-1.4
- NC(=O)C(c1ccc(Cl)cc1Cl)c1ncc(C(F)(F)F)cc1Cl (stereo not drawn)
 : 0.0	-0.5	-16.0	.	-2.3	1.2	2.3	16.0	3.1	6.5
- CCOc1ccc(Br)cc1S(=O)(=O)Nc1ncn[nH]1
 : -1.7	-2.5	.	-3.1	-0.2	-10.1	-1.8	.	3.6	-0.8
- O=C(NN1C(=O)/C(=C/c2cccc(O)c2)SC1=S)c1ccccc1O
 : 5.5	-1.9	-7.1	-0.5	4.3	6.5	1.9	7.1	4.9	2.7
- N#Cc1c2c(nc(N)c1-c1ccccc1)CCCCC2
 : -2.1	-1.7	-8.0	-2.6	3.4	-11.1	-1.7	8.0	2.9	7.2
- NC(=O)NC(=O)COC(=O)c1cccnc1Nc1ccccc1F
 : -0.2	-2.5	9.2	2.3	1.1	11.6	1.6	-9.2	0.5	-4.0
- O=C(NC1CC1)C(=O)c1c(-c2ccccc2)[nH]c2ccccc12
 : .	-0.5	-12.8	18.7	2.2	.	-0.3	12.8	3.2	-5.5
- CCOC(=O)c1c(NC(=O)COC(=O)c2cnccn2)sc(C(=O)NC)c1C
 : -2.8	-0.3	0.7	-0.7	1.6	5.2	1.6	-0.7	1.9	-4.0
- CCNc1nc(NCC)nc(OCCOC(=O)Nc2ccccc2)n1
 : .	-1.2	5.8	-3.8	2.5	10.7	-3.6	-5.8	1.0	-2.3
